# Source: PubChem (National Center for Advancing Translational Sciences (NCATS))
# aSyn yeast inh = alpha-synuclein toxicity inhibition in yeast; Potency, µM (series often up to 46.1 µM), for the others: at the top dose growth rescue (activation), usual class: activators; actives 0.14% (n = 370,000); Yeast expressing alpha-synuclein, growth rescue, BacTiter-Glo, 24 h; note: potency is the fitted concentration of half-maximal effect; % of control where 0% means no effect; nearly all actives have a fitted effect of over 65% in size
#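 Rescue of yeast growth: cells expressing toxic alpha-synuclein, induced in galactose at OD600 0.02, incubated with compound 24 h at 30 C. ATP luminescence quantified growth; inhibitors of toxicity appear as activators.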
# HEK293 tox = cytotoxicity in counter-screen for GLP-1R inverse agonists; HEK293 cAMP-luciferase reporter cells, luminescence, 24 h; Potency, µM (titrated, usually from 38.3 µM), without a hit: top-dose activity change, negative = inhibition, usual class: inhibitors; actives 0.13% (n = 410,000); AID 624418;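 note: loss of luciferase light is scored as toxicity; potency is the fitted concentration of half-maximal effect; % is set by controls: 0 for no effect and ±100 for the full control effect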
#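 A 23 nL compound transfer followed 12 hours of cell culture at 37 deg C; exposure then lasted 24 hr. Luciferase assay detection reagent was dispensed and plates read for luminescence after a 12 min room-temperature wait.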
# D3 antag = blocks the human D3 dopamine receptor. P35462. D3R cells, DiscoveRx beta-arrestin luminescence, antagonist mode; hits give low values. max response, negative = inhibition, %. actives 2.5% (n = 360,000); in the data active = max response below about -50%; inconclusive = no clear call, values can overlap the other calls; note: % is set by controls: 0 for no effect and ±100 for the full control effect; mostly tested at two doses, the higher about 12 µM
#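 Cells expressing the human receptor were seeded at 1500 cells/well, incubated overnight at 37 degrees C in 5% CO2, then exposed to library compounds with dopamine controls for 90 minutes at 37 degrees C before luminescent detection.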
# DRD3 agonist = D3 dopamine receptor (human) agonism | max activation, % | D3R DiscoveRx beta-arrestin cells, luminescence, 90 min | actives 0.58% (n = 410,000) | AID 652048; in the data active = max activation above about 30%; note: 0% is about no effect; mostly tested at two doses, the higher about 12 µM
#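 Cells at 1500/well, incubated overnight, then treated with pinned compounds (dopamine as control) for 90 min at 37 degrees C. DiscoveRx reagent added for 30 - 60 minutes at room temperature; luminescence read.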
# KB-V1 cytotox = KB-V1 MDR subline cytotoxicity; AID 1347076; KB-V1 MDR cells viability, CellTiter-Glo, 72 h; Potency, µM (top dose mostly 46.1 µM), for the others: top-dose activity change, negative = cytotoxicity, hits mostly cytotoxic; actives 3.4% (n = 400,000); note: potency is the fitted concentration of half-maximal effect; % is set by controls: 0 for no effect and ±100 for the full control effect; nearly all actives have a fitted effect of over 60% in size
#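 Cytotoxicity toward P-gp-expressing KB-V1 cells was determined as loss of CellTiter-Glo luminescence after 72 h at 37 degrees C. Compounds were tested in quantitative HTS format across a concentration range, with curves fitted to normalized data.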
# GLP1R inv ag = GLP-1 receptor (human) inverse agonism; P43220; HEK293 GLP-1R CRE-luciferase, luminescence, 24 h; GLP-1R form is constitutively active; Potency, µM (series often up to 38.3 µM), for inactives: at the highest dose activity change, negative = inhibition, actives largely listed as inhibitors; actives 1.6% (n = 410,000); AID 624417; note: potency is the fitted concentration of half-maximal effect; % is set by controls: 0 for no effect and ±100 for the full control effect; nearly all actives have a fitted effect of over 55% in size
# Target sequence (P43220 whole entry, looked up): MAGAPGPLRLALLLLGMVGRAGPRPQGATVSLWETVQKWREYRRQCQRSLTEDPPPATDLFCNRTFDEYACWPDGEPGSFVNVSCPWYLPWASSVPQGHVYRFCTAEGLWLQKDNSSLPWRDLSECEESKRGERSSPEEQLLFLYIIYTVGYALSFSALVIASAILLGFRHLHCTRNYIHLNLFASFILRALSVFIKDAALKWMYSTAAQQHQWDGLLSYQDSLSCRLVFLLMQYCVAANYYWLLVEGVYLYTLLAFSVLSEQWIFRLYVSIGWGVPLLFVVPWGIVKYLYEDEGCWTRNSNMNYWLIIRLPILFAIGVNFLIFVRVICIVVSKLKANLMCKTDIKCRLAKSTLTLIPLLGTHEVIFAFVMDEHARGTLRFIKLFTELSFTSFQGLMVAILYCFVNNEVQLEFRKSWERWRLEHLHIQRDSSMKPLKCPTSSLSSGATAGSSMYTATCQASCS
#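 Assay principle: reduced luminescence from a cAMP-responsive reporter in HEK293 cells co-expressing a constitutively active GLP-1R. Conditions: 24 hr compound incubation, 37 deg C, 5% CO2.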
# TDP-43 yeast inh = inhibitors of TDP-43 toxicity in yeast | TDP-43 expressing yeast growth rescue, BacTiter-Glo, 24 h | Potency, µM (highest dose often 46.1 µM), for the others: top-dose growth rescue (activation), most hits filed as activators | actives 1.8% (n = 410,000) | AID 652104; note: potency is the fitted concentration of half-maximal effect; % of control where 0% means no effect; nearly all actives have a fitted effect of over 50% in size
#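 Readout is BacTiter-Glo luminescence of cell growth, so inhibitors register as activators. TDP-43-expressing yeast at OD600=0.02 in galactose medium, after raffinose pregrowth to mid-log, were incubated with compound for 24 hr at 30 deg C.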
# GLP-1R agonist = GLP-1 receptor (human) agonism | Potency, µM (highest dose often 45.6 µM), inactives show at the top dose activation, hits mostly activators | P43220 | HEK293 GLP-1R CRE-luciferase, luminescence, 4-6 h; cells express a hypersensitive GLP-1R form | AID 624172 | actives 0.007% (n = 380,000); note: potency is the fitted concentration of half-maximal effect; % of control where 0% means no effect
# PTHR1 agonist = activates the human parathyroid hormone receptor PTHR1; HEK293 GP2 PTHR1 cells, GloSensor cAMP luminescence, 1 h; Potency, µM (titrated, usually from 115 µM), without a hit: at the highest dose activation, usual class: activators; actives 0.075% (n = 410,000); Q03431; note: potency is the fitted concentration of half-maximal effect; nearly all actives have a fitted effect of over 55% in size; some results filed as inactive show a strong effect at the top dose; inactives centre near -15; many of its hits are not listed in these tables
# Target sequence (Q03431 whole entry, looked up): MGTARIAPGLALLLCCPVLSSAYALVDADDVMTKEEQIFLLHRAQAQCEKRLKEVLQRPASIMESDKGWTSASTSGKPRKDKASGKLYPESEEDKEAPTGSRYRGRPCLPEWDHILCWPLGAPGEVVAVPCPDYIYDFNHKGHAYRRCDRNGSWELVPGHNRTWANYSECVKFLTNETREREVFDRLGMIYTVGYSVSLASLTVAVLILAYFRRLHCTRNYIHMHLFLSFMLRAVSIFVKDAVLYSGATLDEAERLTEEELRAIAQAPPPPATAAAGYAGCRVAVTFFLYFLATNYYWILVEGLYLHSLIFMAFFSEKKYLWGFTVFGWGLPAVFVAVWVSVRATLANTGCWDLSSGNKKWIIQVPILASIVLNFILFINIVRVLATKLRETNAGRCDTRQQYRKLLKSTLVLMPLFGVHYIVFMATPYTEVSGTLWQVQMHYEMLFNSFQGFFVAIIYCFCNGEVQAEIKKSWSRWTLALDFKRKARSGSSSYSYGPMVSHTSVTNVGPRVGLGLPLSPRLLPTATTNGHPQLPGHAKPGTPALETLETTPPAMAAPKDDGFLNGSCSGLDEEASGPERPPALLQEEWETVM
#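 HEK-293-derived GP2 cells expressing PTHR1 and a GloSensor cAMP reporter, 3,000/well, plated overnight, given luciferin plus IBMX (each 0.5 mM as added) for 1 h at 37 °C, then compound for 1 h at 37 °C. Luminescence was read after 15 min at room temperature.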
# Starred values were filed as active, the others as inactive; i = inactive; u = inconclusive; x = no result given; [ ] = dose if it differs, or a comment. Unless noted, calls come from the whole dose curve; as a rule, active = well fitted curve in the direction sought with a large enough effect; inconclusive = small, poorly fitted or top-dose-only effect, or another doubt; inactive = no such curve, though single readings can be large; an effect the other way counts as inactive or inconclusive.
SMILES,aSyn yeast inh,HEK293 tox,D3 antag,DRD3 agonist,KB-V1 cytotox,GLP1R inv ag,TDP-43 yeast inh,GLP-1R agonist,PTHR1 agonist
CN1CCC(CC(C(=O)N2CCCC2)(c2ccccc2)c2ccccc2)C1 (stereo not given),0%,-25%,1,-8,13%,u,-10%,0%,i
COc1ccc(C2=C(C(C)=O)Sc3nnc(-c4ccccc4)n3N2C(C)=O)cc1,x,0%,x,-1,x,16%,20%,x,i
CCOC(=O)c1noc(C)c1C(=O)Nc1nc(C)cc(C)n1,1%,0%,-2,6,u,10%,-18%,-4%,i
CC[C@]12c3[nH]c4ccccc4c3CCN1C(=O)C(CC(=O)NCCc1ccccn1)C[C@@H]2C(=O)N1CCN(C(=O)C2CC2)CC1 (stereo not given in full),-9%,1%,12,8,-4%,7%,11%,5%,i
Cc1cc(N/C=C\c2nnnn2-c2ccccc2)no1,0%,-14%,7,3,-20%,6%,14%,2%,i
S=c1[nH]ccn1-c1ccccc1Cl,-3%,8%,10,4,19%,-10%,9%,2%,i
Cc1ccc2[nH]cc(CCNC(=O)c3ccc4c(c3)OCO4)c2c1,7%,-5%,5,4,4%,-19%,u,14%,-11%
O=C(CCc1nnc(Cc2cccc(C(F)(F)F)c2)o1)NC1CC1,6%,5%,16,4,17%,10%,-3%,-3%,i
COc1ccc(C2=Nc3ccccc3N(C(=O)c3cccnc3)C2C(=O)NC(C)(C)C)cc1 (stereo not given),-3%,2%,-24,-7,-24%,17%,-8%,x,-6%
C=CCc1ccc(OCCOCCN(C)C)c(OC)c1,-13%,-10%,-71*,-4,0%,u,-6%,-3%,-19%
COc1cc(C(=O)N2CCCN(c3nc4cc(C)ccc4cc3C#N)CC2)cc(OC)c1OC,-8%,33%[activator],13,-1,18µM*,4%,0%,8%,i
O=[N+]([O-])c1ccc(Cl)c(CN2CCCCCC2)c1,-14%,8%,-27,-9,-1%,u,-15%,1%,-3%
COCCCNC(=O)CNC(=S)N(Cc1cc(OC)c(OC)c(OC)c1)C1CCCC1,1%,7%,-3,-3,21µM*,14%,-7%,-3%,i
O=C1NC[C@@H](CCCCN2C[C@H](Cc3ccccc3)N(CCc3ccccc3)C(=O)C2=O)N(Cc2ccccc2)C1=O,7%,-1%,14,0,-6%,24%,15%,-2%,14%
O=C1c2oc3ccccc3c(=O)c2C(c2cccc(O)c2)N1c1ccccn1 (stereo not given),3%,3%,9,-6,7%,-4%,0%,-1%,-16%
O=C(O)CCCC(=O)Nc1cccc([N+](=O)[O-])c1,4%,0%,14,9,-3%,9%,2%,-1%,-8%
CNC(=O)c1c(NC(=O)CS(=O)(=O)c2ccc(F)cc2)sc(C)c1C,0%,15%,-5,-13,-18%,6%,10%,3%,-4%
COc1cc(NC(=S)N2CCN(S(C)(=O)=O)CC2)cc(OC)c1,-6%,-2%,8,-2,u,-4%,-6%,0%,i
COc1ccc(CCNC(=O)C/C(C)=N/NC(=O)c2ccc(N)cc2)cc1OC,-2%,-2%,-15,-1,-8%,-9%,-42%[inhibitor],-1%,u
Cc1oc(-c2ccccc2F)nc1CN1CCC(C(=O)NC2CC2)CC1,x,-9%,-25,1,2%,3%,8%,0%,i
CN(C)S(=O)(=O)NC(c1ccccc1)c1ccccc1,-1%,5%,-17,4,u,0%,-5%,0%,i
O=C(CC1SC(N2CCOCC2)=NC1=O)Nc1ccccc1F (stereo not given),-1%,4%,-6,-3,-7%,17%,-12%,-5%,-12%
CC(NC(=O)c1cc(COc2ccccc2)on1)c1nccs1 (stereo not given),1%,1%,-22,-19,-5%,1%,18%,1%,i
C=C(C)C(=O)Nc1cccc(C2=NOC3(C2)C[C@@H](C(N)=O)N(C(=O)c2ccc(OC)cc2)C3)c1 (stereo not given in full),2%,6%,4,3,u,15%,-11%,-2%,2%
CC1CCCC(NC(=O)C2CCCN2S(=O)(=O)c2cccc3nsnc23)C1C (stereo not given),9%,7%,-9,2,-6%,33%[activator],17%,7%,i

# (further entries)
SMILES,aSyn yeast inh,HEK293 tox,D3 antag,DRD3 agonist,KB-V1 cytotox,GLP1R inv ag,TDP-43 yeast inh,GLP-1R agonist,PTHR1 agonist
NC(=O)c1cccc(NC(=O)CCCCC(=O)Nc2cccc(C(N)=O)c2)c1,0%,3%,41,3,u,2%,0%,0%,-21%
Cc1ccc(C)c(CN2C(=O)N(c3cc(Cl)ccc3C)S(=O)(=O)c3ccccc32)c1,x,3%,x,3,-14%,11%,28%,1%,-32%
O=C(CSc1nccc(-c2ccc(Br)cc2)n1)NCCc1ccccc1,4%,4%,-14,-20,-4%,3%,-6%,-4%,-16%[57.5 µM]
CCCN(CCC)CCNC(=O)Cn1cnc2sc(C)c(S(=O)(=O)N3CCN(c4ccccc4OC)CC3)c2c1=O,x,3%,x,7,17%,7%,11%,x,-3%
CC(=O)SC1CC(=O)N(c2c(C)cccc2C)C1=O (stereo not given),6%,-15%,-28,7,3%,0%,4%,0%,-13%
CCC1Oc2ccccc2N(CC(=O)NCCCN2CCOCC2)C1=O (stereo not given),0%,2%,u,-9,3%,11%,8%,-4%,-17%
CCOc1cc(C)ccc1OCc1nnc(SCC(=O)c2cccc([N+](=O)[O-])c2)n1C,17%,2%,-13,-8,-4%,0%,0%,-3%,i
O=C(O)c1ccc(NS(=O)(=O)/C=C/c2ccccc2)cc1O,2%,6%,0,-5,-5%,0%,-2%,9%,i
O=C(O)CNC(=O)CC1S/C(=N/N=C/c2ccccc2O)NC1=O (stereo not given),-4%,4%,-7,2,14%,11%,-12%,-2%,i
Cc1c(/C=N/NC(=O)c2cc(C(C)(C)C)[nH]n2)c2ccccc2n1C,1%,u,-11,-4,21%,3%,0%,4%,i
Cc1cc(N/N=C/c2c(O)ccc3ccccc23)nc(-c2ccccc2O)n1,-13%,u,5,7,u,u,u,-9%,-8%
O=C(Nc1ccccc1)c1ccccc1OCc1ccc(S(=O)(=O)N2CCOCC2)cc1,-9%,0%,4,4,-2%,1%,-11%[9.22 µM],-1%,i
O=C(CC(=O)OCc1ccccc1)OCc1ccccc1,22%,-3%,9,2,7%,1%,u,-2%,-19%
O=C1CCCN1CCCN1CC(C(=O)N(CCO)Cc2ccccc2)CCC1=O (stereo not given),0%,5%,10,9,x,13%,-7%,-5%,i
CC1(C(=O)N2CCOCC2)CCCCC1,0%,5%,0,3,13%,-4%,-1%,2%,i
CC1=CC(C)(C)N(C(=O)CSc2nnc(-c3ccccc3)o2)c2ccc(C)cc21,u,-29%,10,-14,-18%,16%,u,-1%,-6%[57.5 µM]
O=C(Nc1ccc2c(c1)OCO2)C1Cc2c(-c3ccc(Cl)cc3)ccnc2O1 (stereo not given),u,-22%,u,-11,-26%,u,u,9%,-37%[inhibitor]
CCCN=C1N(C)C[C@@H]2[C@@H]3C(=O)N(Cc4ccccc4)C(=O)[C@@H]3[C@](CC)(C(=O)OC)N12,2%,0%,-15,-8,0%,10%,-19%,0%,20%
CN(C)C(CNS(=O)(=O)c1cc([N+](=O)[O-])ccc1Cl)c1ccco1 (stereo not given),-3%,1%,-24,0,14%,23%,-14%,32%,i
CCOc1cc(-c2nnc(SCC(=O)NCc3ccccc3)nc2-c2ccc(OC)c(OCC)c2)ccc1OC,x,u,x,-15,x,u,2%,x,-4%
COC(=O)c1c(C)[nH]c(C(=O)C(C)OC(=O)C2CC(=O)N(CCc3ccccc3)C2)c1C (stereo not given),0%[1.84 µM],-9%,1,4,u,12%,-5%,-6%,-28%
CCOC(=O)c1c(COc2ccccc2)oc2ccc(O)cc12,-1%,7%,39,0,4%,u,19%,20%,-37%
O=C(N/N=C/C(Br)=C/c1ccccc1)c1cccs1,8%,-12%,-12,1,19%,209%[activator],10%,u,-26%
O=C(CCCOc1ccc(Cl)cc1Cl)NCCCn1ccnc1,-2%,-2%,1,6,0%,u,-17%,15%,i
Cn1c(=O)c2c(-c3ccccc3Br)n(CCc3ccccc3)cc2n(C)c1=O,x,5%,x,-5,21%,-13%,u,x,i
O=C(Nc1ccc(Cl)cc1)N1CCC(CO)(Cc2ccccc2)CC1,20%,-15%,-9,12,0%,7.9µM*,19%,10%,-26%
CC1=C(C(N)=O)C(c2ccccn2)n2nc(-c3ccccc3Cl)nc2N1 (stereo not given),1%,0%,0,-7,-23%,20%,-9%,-6%,3%
c1nc2n(n1)C1=C(CCCC1)C1(CCCCC1)N2,14%,18%[7.66 µM],-1,6,-25%,-3%[7.66 µM],12%,-1%,-23%
CNC(=O)C1(C)Cc2c(-c3ccc4c(c3)OCO4)ccnc2O1 (stereo not given),-1%,-6%,-13,4,18%,u,10%,12%,i
O=C(NCCc1ccccn1)c1ccc(OC2CCN(Cc3ccccn3)CC2)cc1,-3%,1%,-6,-5,0%,u,5%,-2%,i

# Compound profiles (already shown).
# O=C(CC(=O)OCc1ccccc1)OCc1ccccc1 as listed: aSyn yeast inh: 22%; HEK293 tox: -3%; D3 antag: 9; DRD3 agonist: 2; KB-V1 cytotox: 7%; GLP1R inv ag: 1%; TDP-43 yeast inh: u; GLP-1R agonist: -2%; PTHR1 agonist: -19%
# CN(C)C(CNS(=O)(=O)c1cc([N+](=O)[O-])ccc1Cl)c1ccco1 (stereo not given) as listed: aSyn yeast inh: -3%; HEK293 tox: 1%; D3 antag: -24; DRD3 agonist: 0; KB-V1 cytotox: 14%; GLP1R inv ag: 23%; TDP-43 yeast inh: -14%; GLP-1R agonist: 32%; PTHR1 agonist: i

# The list is partial; count on the stated rates, not on these rows.
